Granule exo inh: LAMP-1 surface exposure blockers, TALL-104 cells – cell-based, flow cytometry, MLPCN library, primary screen; TALL-104 LAMP-1 surface exposure; cells stimulated with thapsigargin and PMA; inhibition, % at 10 µM; 360,000 tested, 0.66% active;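 active = inhibition above about 55%, limit read from the data; inconclusive = no clear call, values can overlap the other calls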
NR2E3 ag-1: NR2E3 agonists in two-hybrid cells, primary screen, cell-based, luminescence, CHO-S, Gal4-NCOR/VP16-NR2E3 | luciferase | inhibition of corepressor binding, % at 3.98 µM | 360,000 tested, 0.35% active | AID 602229, 2012;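 active = inhibition above the mean of all tested compounds plus 3 SD, cut at about 70% in these data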;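 note: 0% = DMSO with NR2E3 transfected cells and 100% = cells lacking NR2E3 construct; higher means lower luciferase signal from less NR2E3 corepressor binding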
Target sequence (Q9Y5X4 whole entry, looked up, the tested form may be a part): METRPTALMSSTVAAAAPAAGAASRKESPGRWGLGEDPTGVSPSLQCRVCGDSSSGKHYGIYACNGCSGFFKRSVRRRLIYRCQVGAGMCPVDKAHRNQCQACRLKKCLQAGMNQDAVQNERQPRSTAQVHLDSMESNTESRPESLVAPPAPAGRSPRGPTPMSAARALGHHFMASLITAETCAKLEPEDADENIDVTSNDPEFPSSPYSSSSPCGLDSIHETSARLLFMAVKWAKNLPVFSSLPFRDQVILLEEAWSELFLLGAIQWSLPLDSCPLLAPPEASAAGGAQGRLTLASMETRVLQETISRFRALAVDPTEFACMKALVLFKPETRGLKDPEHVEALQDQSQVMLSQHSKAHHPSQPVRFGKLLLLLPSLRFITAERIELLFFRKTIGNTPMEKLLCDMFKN
Peg3 promoter: Peg3 promoter-driven luciferase inhibitors, primary screen, cell-based, HeLa, luciferase luminescence | inhibition, % at 20 µM | 360,000 tested, 1.7% active | AID 588405, 2011 | HeLa PEG-Prom luciferase reporter, overnight;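 active = inhibition of at least 50% at 20 µM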
aDG glyco up: activators of alpha-DG glycosylation, primary screen, uHTS, Pro5-aDG cells, AlphaScreen | alpha-DG glycosylation AlphaScreen (IIH6); 0% Pro5, 100% B10-LARGE cell signal | activation, % at 10 µM | 360,000 tested, 0.22% active | AID 624168, 2012;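 active = activation of at least 8% versus controls, or a plate z-score of at least 8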;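 note: Pro5 are CHO cells carrying HIG-tagged alpha-DG that lacks glycosylation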
HIF-2a block: HIF-2a reporter inhibitors, primary screen, luminescence, 786-0 RCC cells. 786-0 RCC cells HIF-2a reporter, luciferase luminescence, overnight. inhibition, % at 18.8 µM. 360,000 tested, 0.72% active. AID 624352, 2012;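 active = inhibition of the luminescence signal of 40% or more relative to plate controls, in a single-dose primary screen at 18.75 µM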
iPSC survival up: enhancers of single-cell hiPSC survival, primary screen, ATPlite luminescence. 100% = ROCK inhibitor wells, 0% = DMSO. survival enhancement, % at 20 µM. 360,000 tested, 0.044% active; in the data active = survival enhancement above about 18%;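 note: cells exposed to compounds for 16 hours before the ATP read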
TRPM1 prom inh: inhibitors of MITF-dependent TRPM1 promoter reporter, primary screen, cell-based, SK-MEL-5, single point, luciferase | SK-MEL-5 TRPM1 promoter luciferase, 24 h | inhibition, % at 12.5 µM | 330,000 tested, 0.83% active;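 active = mean inhibition across replicates of 60% or more, whatever share of single replicates reaches that level; inconclusive = some that reach 60%, reason not given; inactive = mean inhibition across replicates below 60%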; note: values of inactives mirror those of a sister screen read the other way
PDI inh: inhibitors of human PDI, primary screen, biochemical, turbidity, single point, plate reader; 350,000 tested, 0.052% active; Protein disulfide-isomerase (Homo sapiens), P07237; inhibition, % at 10 µM; AID 588391, 2011; PDI insulin aggregation turbidity, A650, 90 min;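 active = mean inhibition across replicates of 30% or more, whatever share of single replicates reach that level; inconclusive = mean inhibition below 30% while every single replicate reaches 30%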;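 note: absorbance from insulin aggregation driven by PDI reduction with DTT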
Target sequence (P07237 whole entry, looked up): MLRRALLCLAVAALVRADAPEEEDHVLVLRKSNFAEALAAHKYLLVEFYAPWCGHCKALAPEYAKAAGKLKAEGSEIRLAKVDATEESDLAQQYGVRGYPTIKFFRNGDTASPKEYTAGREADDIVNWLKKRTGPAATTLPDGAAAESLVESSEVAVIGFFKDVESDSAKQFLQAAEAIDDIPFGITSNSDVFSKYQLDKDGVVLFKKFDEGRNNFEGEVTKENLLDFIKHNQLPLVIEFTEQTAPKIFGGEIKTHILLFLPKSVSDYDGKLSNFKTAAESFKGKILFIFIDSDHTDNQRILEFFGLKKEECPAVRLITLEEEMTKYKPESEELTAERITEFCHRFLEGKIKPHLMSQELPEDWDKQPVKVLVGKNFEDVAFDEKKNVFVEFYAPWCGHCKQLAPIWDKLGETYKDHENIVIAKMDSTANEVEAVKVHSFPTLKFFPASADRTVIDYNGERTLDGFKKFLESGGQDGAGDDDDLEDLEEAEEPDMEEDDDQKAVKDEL
Vif inh: HIV Vif self-association inhibitors, primary screen, imaging, HEK293T, single point; inhibition, % at 7.49 µM; AID 602346, 2012; HEK293T cells, Vif self-association by quenched fluorescence, 24 h; 340,000 tested, 0.35% active; in the data active = inhibition above about 50%, passing the limit was not always enough; inconclusive = no clear call, values can overlap the other calls; inactive = below about 31%; note: some results filed as inactive read as strong as hits
CaV13 ICDI inh: Disruptors of the CACNA1D IQ motif to Ca2+-dependent inactivation inhibitor domain association, primary screening, Förster resonance energy transfer in intact living … | HEK cells, CFP/YFP FRET ICDI-IQ, plate reader, 10 min; percent FRET-ratio fall versus neutral wells | inhibition, % at 12.3 µM | AID 743397 | 340,000 tested, 0.098% active;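 active = mean replicate inhibition of at least 30% and at least 1% of replicates passing that level; inconclusive = only one of the two criteria is met; inactive = neither criterion is met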;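 note: 0% = median of the neutral control wells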
NR2E3 ag-2: inhibitors of NR2E3-RetCOR corepressor binding, primary screen, NR2E3 agonist project, biochemical, TR-FRET, GST-NR2E3, biotin-RetCOR; Photoreceptor-specific nuclear receptor (Homo sapiens), Q9Y5X4; AID 2300, 2010; inhibition of corepressor binding, % at 4.78 µM; 1536-well; 320,000 tested, 0.12% active;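 active = percent inhibition above the cutoff of mean plus 3 SD of all tested compounds, set per screening campaign, cut at about 20% in these data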;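 note: 0% = DMSO wells and 100% = biotin wells as full block of FRET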
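Format: 1536-well format; test system: GST-NR2E3 and biotin-RetCOR proteins; read-out basis: percent inhibition of TR-FRET ratio; timing: 5 h incubation at 4 °C; detection: time-resolved FRET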
* = called active by the depositor; ? = inconclusive; . = no result given.

Start of the data: the first 2 records as a preview:
SMILES	Granule exo inh	NR2E3 ag-1	Peg3 promoter	aDG glyco up	HIF-2a block	iPSC survival up	TRPM1 prom inh	PDI inh	Vif inh	CaV13 ICDI inh	NR2E3 ag-2
COC(=O)c1cc(-c2cccs2)nc2ccccc12	-1	-27	-7	-0.1	-2	-0.3	4	-5	4	.	-2
COc1cc(-c2nnc(SCC(=O)N(Cc3ccccc3)C(C)(C)C)o2)cc(OC)c1OC	-2	7	31	0.2	-2	-0.5	8	15	-2	-8	1

The whole of this part, previewed entries included:
SMILES	Granule exo inh	NR2E3 ag-1	Peg3 promoter	aDG glyco up	HIF-2a block	iPSC survival up	TRPM1 prom inh	PDI inh	Vif inh	CaV13 ICDI inh	NR2E3 ag-2
COC(=O)c1cc(-c2cccs2)nc2ccccc12	-1	-27	-7	-0.1	-2	-0.3	4	-5	4	.	-2
COc1cc(-c2nnc(SCC(=O)N(Cc3ccccc3)C(C)(C)C)o2)cc(OC)c1OC	-2	7	31	0.2	-2	-0.5	8	15	-2	-8	1
O=C1OC2(O)C3C4C=CC(C4)C3C(=O)N2c2ccccc21 (configuration not stated)	-4	-9	12	-0.1	17	-0.2	-1	3	6	-12	3
CCCn1c(SCC(=O)Nc2cccc(C(=O)OCC)c2)nnc1-c1ccoc1C	1	-28	1	0.0	0	-1.3	-4	14	.	.	2
COc1cc(C(=O)OC(C)CN2CCCCC2)cc(OC)c1OC (configuration not stated)	-3	0	7	0.1	7	-0.3	-3	-6	4	-4	2
O=C(COc1ccc(C(=O)O)cc1)Nc1cccc(C(F)(F)F)c1	-6	-6	19	0.0	13	-0.6	-8	-3	5	-2	-3
O=C(NCCSc1ccc(Br)cc1)c1ccccc1	14	2	-8	0.3	-13	2.5	-16	-8	2	-2	0
Cc1cc(NC(=O)CCC(=O)N(Cc2ccco2)C(C(=O)NC2CCCC2)c2ccc(F)cc2)no1 (configuration not stated)	4	5	-1	-0.1	4	-0.4	2	-1	34	-3	-1
CCn1c(CNC(=O)Cc2ccc(OC)cc2)nnc1SCC(=O)Nc1nccs1	-3	25	11	1.4	-26	-0.1	8	-9	-14	.	2
COc1ccc(NC(=O)CN(C)C(=O)CSc2ccc3c(c2)OCCO3)cc1	-5	-16	-9	0.0	3	-0.3	-10	-5	11	-3	-3
CCOc1ccc(-c2nnc(SCC(=O)NC(C)(C)C)nc2-c2ccc(OCC)c(OC)c2)cc1OC	-3	-43	15	-0.1	21	-0.2	23	9	0	-20	-1
Cc1cc(C)n(CCNc2nc3nonc3nc2N2CCCCC2)n1	6	-8	7	0.1	0	-0.5	3	0	-4	-6	4
CC1CCc2ccc(F)cc2N1S(=O)(=O)c1cccs1 (configuration not stated)	-6	2	44	0.1	6	-0.8	0	11	-2	-13	1
COc1ccc(C(=O)CSc2ccccc2C(=O)O)cc1	1	-128	-84	-0.2	-56	-0.3	10	6	-27	-4	2
CCN(Cc1nc2cc(Cl)ccc2c(=O)[nH]1)C(=O)C1CC(=O)N(c2cccc3ccccc23)C1 (configuration not stated)	6	-24	22	-0.2	14	-2.1	-4	-1	1	-5	0
O=C1CS/C(=C/C(=O)c2cccc(Cl)c2)N1	-1	-4	-20	-0.1	-34	-0.2	-2	2	-4	-3	-4
Cc1cccnc1NC(=O)CNC(=O)C12CC3CC(CC(C3)C1)C2	-3	-9	9	0.0	9	0.3	-14	6	11	-7	-1
CCOc1ccc(C(=O)CCC(=O)N2CCN(S(=O)(=O)c3cccc(F)c3)CC2)cc1	-2	2	2	-0.2	9	0.5	10	-8	32	-4	2
CCn1nc(C(=O)NNS(=O)(=O)c2ccc(C)cc2)c2ccccc2c1=O	-2	-24	8	0.0	16	1.8	0	-81	-2	-5	.
COc1ccc(CC(=O)Nc2cccc(/C(C)=N/NC(=O)C3(C)CC3(Br)Br)c2)cc1 (configuration not stated)	?	-27	22	0.2	-8	-0.4	-6	-6	-13	-5	-1
CC[C@@H]1C/C=C\Cc2ccccc2[C@H](C(=O)C[C@H](O)CC(C)=O)OC1=O	0	-49	-10	1.3	20	6.8	5	-2	-1	-6	.
COc1ccc(CCNC(=O)c2cnn3cccnc23)cc1OC	1	-1	-1	0.0	-3	-0.6	4	-9	?	-3	6
CC1(C(=O)Nc2ccc(Cl)c(C(F)(F)F)c2)Cc2c(-c3ccccc3)ccnc2O1 (configuration not stated)	-4	-26	15	-0.5	19	-1.6	.	5	.	-10	.
COc1ccc(-c2cc3c(=O)n(CC(=O)Nc4cccc(Cl)c4)nc(C)n3n2)cc1	-3	-36	42	-0.4	2	-0.1	10	-1	-14	-2	4
COC(=O)c1cccc(NC(=O)CSc2nc3cccnc3n2C)c1	-1	1	-5	2.5	6	1.2	12	6	-1	.	-1
CC(C)CC1(C(=O)O)NC(c2ccccc2O)C2C(=O)N(C(C)C)C(=O)C21 (configuration not stated)	6	-12	-8	0.2	-3	0.5	-5	12	3	-1	4
CCOC(=O)c1ccc(N(CC(=O)NC2CCCC2)C(=O)CNC(=O)c2ccco2)cc1	-1	-19	9	-0.2	13	-1.2	-10	2	-3	0	-1
CCOc1cc(NC(=S)NCc2ccco2)c(OCC)cc1NC(=O)CC	-2	-10	1	-0.1	7	-0.3	0	-2	-1	-6	-1
CCCC(=O)Nc1ccc(C(=O)NCCCn2ccnc2)cc1	2	33	-1	-0.3	-1	-1.4	0	2	.	-6	-2
Clc1cccc(OCCN2CCOCC2)c1	-6	-15	8	0.5	-28	0.2	-10	0	-5	-6	0
Cc1cccc(-n2c(SCC(N)=O)nc3c(c2=O)C2(CCCC2)Cc2ccccc2-3)c1	1	1	-8	-0.3	25	-1.3	-1	6	-4	-8	12
CC(C)C(=O)Nc1nnc(CSCc2ccccc2F)s1	-2	-26	-25	-0.1	-38	-2.9	-17	2	9	-4	3
COc1ccc(C(=O)Nc2c(O)ccc3ccccc23)cc1	7	-19	-17	0.0	-38	-0.3	-11	10	2	-2	1
c1ccc2c(SCc3cn4ccccc4n3)nncc2c1	7	-22	-72	-0.2	-177	1.9	-55	-4	2	-1	1
C[C@@H]1CCC[C@@]2(O[C@@H](CCO)C[C@H](O)[C@H]2O)O1	-2	-19	1	0.0	1	1.2	-4	-4	.	-7	-4
O=C(CS(=O)(=O)c1c[nH]c2ccccc12)Nc1ccc2c(c1)OCCO2	-7	-33	-98	-0.2	-113	0.7	-28	5	-6	-9	2
Cc1c(CNCCCc2ccccc2)c(C(=O)O)c(C)n1Cc1ccccc1	-2	-9	6	-0.1	8	0.7	-2	7	4	2	2
C=CCN(C(=O)CCC(=O)Nc1cc(C)on1)C(C(=O)NC1CCCC1)c1ccc(OC)c(OC)c1 (configuration not stated)	-4	-22	14	0.0	19	0.1	0	14	12	-4	3
COc1ccccc1CCNC(=O)CN1C(=O)NC2(CCCC2)C1=O	-12	-6	2	0.1	17	-0.5	-3	2	0	-5	3
O=C(CN1CCCc2ccccc21)N/N=C/c1c(O)ccc2ccccc12	1	-48	-23	0.8	-30	-1.9	13	0	-3	-3	1
O=C(c1cc2nc(-c3ccc(F)cc3)cc(C(F)(F)F)n2n1)N1CCOCC1	-1	0	-82	-0.1	-12	-0.4	-23	7	2	-3	-1
CC(C)OCCCNC1=C(Cl)C(=O)c2ccccc2C1=O	4	-17	-230	1.6	64*	-0.3	.	-5	-4	-20	-4
CCc1ccc(N2CC(C(=O)Nc3ccc(S(=O)(=O)Nc4ncccn4)cc3)CC2=O)cc1 (configuration not stated)	-1	-17	-13	-0.1	6	-0.8	-13	-4	-4	-5	3
CC(NS(=O)(=O)CCNC(=O)c1ccccc1)c1ccccc1 (configuration not stated)	-2	-21	17	-0.1	16	-0.4	-2	6	9	-7	0
CCN(C[C@H]1N[C@@](CC)(C(=O)OC)[C@H]2C(=O)N(Cc3ccccc3)C(=O)[C@@H]12)S(=O)(=O)c1ccc(C(C)(C)C)cc1	2	-37	-8	-0.2	1	1.0	-6	7	-6	-6	.
Cc1ccc(C2C(C#N)=C(N)Oc3n[nH]c(-c4cccnc4)c32)o1 (configuration not stated)	-6	8	4	0.0	6	0.2	8	0	-1	-4	5
c1ccc(OCc2cc(-c3ccccc3)no2)cc1	2	-104	-333	0.0	-241	-0.9	-78	1	5	-4	0
COc1ccc(NS(=O)CCCc2ccccc2)cc1 (configuration not stated)	6	4	-45	0.0	-43	-1.2	.	.	.	-10	.
O=C1C(Cc2cccc([N+](=O)[O-])c2)SC(=Nc2ccccc2)N1c1ccccc1 (configuration not stated)	-7	-6	11	0.4	17	1.4	4	0	-3	-5	4
CCCN1CCN(C(=S)NCc2ccc(Cl)cc2)CC1	5	-13	21	0.1	12	0.1	-9	7	1	7	-1
COc1ccccc1N1CCN(S(=O)(=O)c2cn(C)cn2)CC1	-2	-12	-2	5.4	2	1.2	3	-3	1	-3	-3
O=C(NCc1ccccn1)C(F)(F)C(F)(F)C(=O)NCc1ccccn1	-2	-10	-1	0.3	10	-0.6	-7	-5	.	-4	5
Cc1cc(C(=O)NC2CCCc3c2cnn3-c2cccc(C)c2C)c(C)o1 (configuration not stated)	39	67	13	2.8	4	-0.1	1	-3	-42	-5	3
O=C(Nc1cccc(S(=O)(=O)N2CCOCC2)c1)c1ccc(N2CCCC2=O)cc1	-5	-7	-14	-0.4	-19	0.1	-3	-3	-1	-14	3
CC(C)CCNC1c2ccccc2C(=O)N1Cc1ccccc1 (configuration not stated)	13	-29	4	0.1	6	-0.3	-3	-4	-11	-20	2
COc1ccc(CCNC(=O)c2ccccc2NC(=O)C2=C(C)OCCS2)c(OC)c1	1	-29	5	-0.3	0	-0.5	8	-5	-6	-4	-2
CC(c1ccon1)N(C)Cc1cn(Cc2ccccc2)nc1-c1ccc2c(c1)OCO2 (configuration not stated)	19	10	15	0.0	19	-1.7	-5	18	-5	-15	-2

Source: PubChem
